High-throughput results (PubChem BioAssay)
15-hLO inh = qHTS Assay for Inhibitors of 15-hLO (15-human lipoxygenase); purified 15hLO-1, xylenol orange hydroperoxide absorbance; Polyunsaturated fatty acid lipoxygenase ALOX15 (Homo sapiens), P16050; 74,000 tested, 1.4% active; Potency, µM (doses to about 57.1 µM), for inactives: at the highest dose activity change, negative = inhibition, most hits filed as inhibitors; further: potency means the concentration at half of the fitted maximal effect; on the % scale 0 is the no-effect control and ±100 the full control effect; nearly all actives have a fitted effect of over 55% in size
Target sequence (P16050 whole entry, looked up): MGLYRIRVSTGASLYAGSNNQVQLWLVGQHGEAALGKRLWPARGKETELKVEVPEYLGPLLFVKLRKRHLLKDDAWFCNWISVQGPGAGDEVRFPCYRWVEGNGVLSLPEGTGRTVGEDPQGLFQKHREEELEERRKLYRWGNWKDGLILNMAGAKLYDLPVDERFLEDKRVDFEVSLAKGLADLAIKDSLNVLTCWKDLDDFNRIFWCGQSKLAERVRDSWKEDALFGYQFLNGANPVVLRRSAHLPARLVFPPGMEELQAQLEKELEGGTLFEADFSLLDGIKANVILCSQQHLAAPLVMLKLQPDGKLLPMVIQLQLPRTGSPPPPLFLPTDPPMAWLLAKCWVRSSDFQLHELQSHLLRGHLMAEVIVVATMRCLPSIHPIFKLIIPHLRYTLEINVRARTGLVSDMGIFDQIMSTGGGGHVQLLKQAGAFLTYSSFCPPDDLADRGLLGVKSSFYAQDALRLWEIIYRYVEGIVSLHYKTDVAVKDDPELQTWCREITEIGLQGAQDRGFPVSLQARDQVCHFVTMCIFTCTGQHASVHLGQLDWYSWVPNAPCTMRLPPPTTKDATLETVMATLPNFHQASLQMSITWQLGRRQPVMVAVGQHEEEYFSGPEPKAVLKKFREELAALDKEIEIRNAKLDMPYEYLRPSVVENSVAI
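Inhibition is scored from a chromogenic endpoint. After 15 min enzyme-compound contact, arachidonic acid (50 uM final) reacts 6 min with 40 nM 15hLO-1 at room temperature, then Fe-XO reagent is added for 30 min and absorbance ratio recorded.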
GFP derepression = qHTS Assay for Epigenetic Modulators. mouse C127i GFP locus derepression, cytometry, 30 h. Potency, µM (titrated, usually from 46.1 µM), for the others: at the highest dose GFP derepression (activation). 68,000 tested, 0.09% active. AID 597, 2007; further: % of control where 0% means no effect
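Locus derepression in mouse mammary C127i cells whose integrated CMV-GFP reporter is normally silent; GFP expression after 30 h compound treatment was quantified by counting fluorescent cells.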
TexasRed autofl = qHTS Assay for Spectroscopic Profiling in Texas Red Spectral Region | Compound fluorescence, Texas Red channel, 547/618 nm; active compounds read high | 59,000 tested, 0.06% active | max dye-equivalent concentration, M; in the data active means max dye-equivalent concentration above about 10 nM; inconclusive means between about 1.1 nM and that limit
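Spectral interference profiling: each compound concentration's relative fluorescence, read with a 547 nm excitation and 618 nm emission filter pair, was normalized to a per-plate Texas Red standard curve.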
UbGFP stabilizer = Ubiquitin-GFP Assay | AID 526, 2006 | Potency, µM (titrated, usually from 45.9 µM), without a hit: at the highest dose activation (GFP accumulation), actives largely listed as activators | Ubiquitin-GFP reporter cells, proteasome inhibition, GFP fluorescence; response scale: untreated = 0%, 10 µM MG-132 = 100% | 67,000 tested, under 10 active; active means well fitted activation curve with a large enough effect, not every such curve was filed as active; inconclusive means small, poorly fitted or top-dose-only effect, or another doubt; inactive means no such curve, though single readings can be large or run the other way; further: potency means the concentration at half of the fitted maximal effect
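Proteasome block read as GFP accumulation: ubiquitin(G76V)-GFP U2OS cells exposed to compound (2.9 nM–46 uM) for 4 hr at 37 C. Normalization used untreated cells as 0% and 10 uM MG-132 as 100%; concentration-response curves fitted.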
Fluorescein fluor = qHTS Assay for Spectroscopic Profiling in Fluorescein Spectral Region. Compound autofluorescence, 480/540 nm, fluorescein-equivalent; active compounds read high. max fluorescein-equivalent concentration, M. 59,000 tested, 0.91% active; in the data active means max fluorescein-equivalent concentration above about 10 nM; inconclusive means between about 1.1 nM and that limit
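Compounds (23 nL) in 100 mM Tris pH 8.0, 15 min at room temperature, then fluorescence read at 480 nm excitation/540 nm emission. Signal converted to fluorescein-equivalent concentration from an on-plate fluorescein standard curve.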
4-MU autofl = qHTS Assay for Spectroscopic Profiling in 4-MU Spectral Region; compound autofluorescence, 340/450 nm, 4-MU equivalents; active compounds read high; AID 589, 2007; 59,000 tested, 11% active; max dye-equivalent concentration, M; in the data active means max dye-equivalent concentration above about 10 nM; inconclusive means mostly about 1.1 nM to 9.6 nM
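Compounds in 100 mM Tris, pH 8.0, incubated 15 min at room temperature, then fluorescence read at 340 nm excitation/450 nm emission. Signal converted to 4-MU dye-equivalent concentration using an on-plate six-point 4-MU standard curve.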
HBB splicing = qHTS Assay for Modulators of Hemoglobin Beta Chain Splicing | 65,000 tested, 0.06% active | HBB splicing reporter cell assay, activation; EGFP reporter with mutant IVS2-654 intron; response scale: normalised to 500 nM splice-correcting PNA | Potency, µM (series often up to 46.1 µM), without a hit: at the highest dose activation, usual class: activators; further: potency means the concentration at half of the fitted maximal effect; 0% is about no effect
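Compounds were applied for 2 days to HeLa EGFP-654 cells, 500/well in Optimem with 2% FCS. The reporter's EGFP is disrupted by mis-splicing of beta-globin intron IVS2-654. Readout: summed well GFP fluorescence from 488 nm laser scanning; reference was 500 nM antisense […] 654 PNA.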
HADH2 inhib = qHTS Assay for Inhibitors of HADH2 (Hydroxyacyl-Coenzyme A Dehydrogenase, Type II); 73,000 tested, 3.4% active; recombinant HADH2, NADH fluorescence, beta-hydroxybutyryl-CoA; Potency, µM (doses to about 57.1 µM), for the others: top-dose activity change, negative = inhibition, usual class: inhibitors; 3-hydroxyacyl-CoA dehydrogenase type-2 (Homo sapiens), Q99714; further: potency means the concentration at half of the fitted maximal effect; on the % scale 0 is the no-effect control and ±100 the full control effect; nearly all actives have a fitted effect of over 60% in size; many of its hits are not listed in these tables
Target sequence (Q99714 whole entry, looked up, one chain of several): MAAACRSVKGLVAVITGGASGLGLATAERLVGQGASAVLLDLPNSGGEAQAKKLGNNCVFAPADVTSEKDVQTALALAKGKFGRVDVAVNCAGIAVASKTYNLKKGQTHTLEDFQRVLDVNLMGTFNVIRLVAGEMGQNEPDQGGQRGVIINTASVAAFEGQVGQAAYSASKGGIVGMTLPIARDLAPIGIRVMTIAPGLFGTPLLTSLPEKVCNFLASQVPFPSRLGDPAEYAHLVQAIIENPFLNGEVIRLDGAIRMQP
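NADH fluorescence (ex 360/em 450 nm) read every 30 s for 4 min; activity taken as last-minus-first time point difference. Enzyme 20 nM, NAD+ 1 mM, beta-hydroxybutyryl-CoA 90 uM, pH 9.0 Tris buffer.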
Hsp90 Hop PPI = qHTS Assay for Disrupters of an Hsp90 Co-Chaperone Interaction. Potency, µM (series often up to 57 µM), inactives show top-dose activity change, negative = inhibition. 71,000 tested, 0.44% active. Hsp90 C-terminal peptide / TPR2A (Hop) interaction, human. AlphaScreen TPR2A-His6 binding biotin-Hsp90 C-terminal peptide; active means well fitted curve in either direction with a large enough effect; inconclusive means small, poorly fitted or top-dose-only effect, or another doubt; further: potency means the concentration at half of the fitted maximal effect; on the % scale 0 is the no-effect control and ±100 the full control effect; many of its hits are not listed in these tables
Rhodamine autofl = qHTS Assay for Spectroscopic Profiling in Rhodamine Spectral Region. max dye-equivalent concentration, M. 59,000 tested, 0.05% active. Rhodamine-region fluorescence, 547/598 nm, Tris buffer; active compounds read high; in the data active means max dye-equivalent concentration above about 11 nM; inconclusive means between about 1.1 nM and that limit
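Intensities are converted to rhodamine-equivalent concentration using a six-point rhodamine standard on each plate. Compounds sit 15 min at room temperature in 100 mM Tris buffer, pH 8.0; read uses the 547/598 nm excitation/emission pair.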
Pol III holo inh = qHTS Assay for Inhibitors of DNA Polymerase III Holoenzyme System. reconstituted DNA polymerase III holoenzyme replication, biochemical. Potency, µM (doses to about 57.1 µM), for inactives: at the highest dose activity change, negative = inhibition. 71,000 tested, 0.25% active. AID 603, 2007; further: potency means the concentration at half of the fitted maximal effect; on the % scale 0 is the no-effect control and ±100 the full control effect
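Reconstituted *E. coli* holoenzyme (0.35 nM Pol III, 1 nM beta, 154 nM SSB, 2 nM primase) was preincubated with compound for 15 min at RT. Synthesis on 1.4 nM ssM13Gori ran 35 min, then was stopped with PicoGreen/EDTA and read as dsDNA fluorescence.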
Active calls of the source: *; i = inactive; ? = inconclusive; · = no result given; [ ] = remark or other dose. Unless noted, the call rests on the fitted dose curve; in most records, active means well fitted curve in the direction sought with a large enough effect; inconclusive means small, poorly fitted or top-dose-only effect, or another doubt; inactive means no such curve, though single readings can be large; an effect the other way counts as inactive or inconclusive. A portion of the library, so the mix of outcomes need not match the whole.

SMILES	15-hLO inh	GFP derepression	TexasRed autofl	UbGFP stabilizer	Fluorescein fluor	4-MU autofl	HBB splicing	HADH2 inhib	Hsp90 Hop PPI	Rhodamine autofl	Pol III holo inh
COc1ccc(-c2nc(=S)c3c(n2CCN2CCOCC2)CC(C)(C)OC3)cc1	-1.4%	-3.2%	i	-0.5%	i	i	-0.4%	-11.5%	-0.9%	i	-2.0%
CCOc1cc(C(=O)CSc2nnc(CNc3ccc(Cl)cc3)o2)ccc1NC(=O)CC	-5.3%	1.2%	i	-0.8%	i	i	·	18.4%	?	i	-7.5%
O=C(NCc1ccc2c(c1)OCO2)C(c1ccco1)N(C(=O)c1csnn1)c1ccccc1 (stereo unspecified)	-0.6%	3.0%	i	-6.6%	i	i	·	2.2%	-1.1%	i	-12.4%
CN1C(=O)c2ccc(NC(=O)C3CCCCC3)cc2C1=O	-0.7%	6.3%	?	·	i	2.33e-07M*	-0.5%[0.369 µM]	3.7%	0.6%	i	-6.8%
Cc1noc(C)c1S(=O)(=O)N(CC(=O)N1CCCC1)c1ccc(C(C)C)cc1	-15.8%	·	·	-13.1%	·	·	-0.4%	0.7%	-4.3%[2.3 µM]	·	-3.4%
COc1ccc(OC)c(NC(=O)C2=C(C)Nc3ncnn3C2c2cccs2)c1 (stereo unspecified)	-1.7%	2.2%	i	3.4%	i	1.23e-07M*	-2.7%[0.369 µM]	-2.2%	-6.0%	i	6.6%
O=C(CN1CCCC1)NCC12CC3CC(CC(C3)C1)C2	7.4%	2.2%	?	0.9%	i	i	-6.0%[0.369 µM]	-3.3%	-8.7%	i	0.4%
CC1(C)CC(NC(=O)CC2CCCCC2)CC(C)(C)N1	-2.6%	0.0%	i	0.2%	?	i	-2.2%	8.8%	-1.4%	i	-5.1%
CCOC(=O)c1cc(NC(=O)c2cccnc2)cc(C(=O)OCC)c1	-1.0%	-1.7%	i	2.2%	?	i	-2.4%	-0.6%	-2.6%	i	-3.7%
O=C(c1cc2c(s1)CCCC2)n1cccn1	-13.3%	4.8%	i	-7.7%	?	i	1.9%	-3.5%	11.0%	i	-3.8%
COC(=O)COc1ccc(S(=O)(=O)NCc2ccco2)cc1Cl	2.4%	0.0%	i	0.0%	?	i	0.9%	3.7%	-5.1%	i	2.9%
CN(C)c1ncc2nc(-c3cccs3)c(=O)n(C[C@H]3CCCO3)c2n1	-3.4%	0.0%[9.22 µM]	i	-9.4%	?	i	0.8%	4.8%	0.6%	i	8.5%
O=C(CN(CCCN1CCOCC1)C(=O)Cn1nnc(-c2ccc(F)cc2)n1)NC1CCCCC1	7.5%	3.4%	i	-2.2%	i	i	0.4%[57.5 µM]	19.8%	-2.6%	i	-6.5%
O=C(CSc1nc2ccccc2o1)NCc1n[nH]c(=O)c2ccccc12	2.2%	1.9%	i	-6.5%	i	i	·	-28.1%	2.1%	i	-6.3%
CCOCc1nnc(NS(C)(=O)=O)s1	16.9%	-2.3%	i	-3.8%	?	4.19e-08M*	0.0%[57.5 µM]	-3.4%	-2.4%	i	-3.7%
Cc1c(C(=O)OCC(C)(C)CN(C)C)oc2ccccc12	-6.9%	-1.3%	i	-2.6%	i	i	·	9.8%	-2.9%	i	-6.7%
CC(=O)N1CCC(N2CCN(c3ccccc3F)CC2)CC1	-1.8%	-4.1%	·	-4.2%	·	·	0.1%[9.22 µM]	-6.0%	0.2%	·	-5.8%
O=C(O)CCC1=C2c3ccccc3CCN2C(=O)CC1	10.8%	0.0%	i	5.3%	i	i	-0.5%	0.3%	-1.6%	i	-3.0%
CCOc1cccc(-c2nnc(SCC(=O)Nc3cccc(OC)c3)n2N)c1	4.8%	4.3%	?	-4.3%	i	i	-4.3%[0.369 µM]	113.7%[activator]	-4.4%	i	7.9%
CN(CC(CC(=O)Nc1nncs1)c1ccccc1)S(=O)(=O)c1ccccc1 (stereo unspecified)	-4.7%	·	·	14.3%	·	·	-0.9%	-2.9%	-1.8%[2.3 µM]	·	-5.6%
Cc1ccc(C2/C(=C(\O)c3cnn(-c4ccccc4)c3C)C(=O)C(=O)N2CCN(C)C)o1 (stereo unspecified)	·	-1.3%[20.6 µM]	i	·	i	i	·	·	·	i	·
Cc1cccc(C)c1NC(=O)CSc1nnc(-c2ccoc2C)n1CCc1ccccc1	-5.0%	0.0%	i	1.8%	i	i	·	29.8%	1.2%	i	-7.4%
COC(=O)C1=C(C)n2nnnc2NC1c1ccc(Cl)cc1 (stereo unspecified)	-8.0%	2.1%	i	-0.9%	?	i	-2.3%[57.5 µM]	3.3%	-5.7%	i	-6.5%
Cc1csc(C(C#N)C(=O)c2cc3ccccc3o2)n1 (stereo unspecified)	-6.4%	-1.4%	i	1.3%	i	i	-0.3%[57.5 µM]	1.9%	-5.2%	i	-6.9%
CCOC(=O)c1c(NC(=O)C(F)(OC)C(F)(F)F)sc2c1CCN(C)C2 (stereo unspecified)	-12.8%	1.0%	i	-3.2%	?	5.26e-08M*	-1.2%	1.3%	-9.7%	i	0.0%
COc1ccc2oc(C)c(NC(C)=O)c2c1	21.4%	0.0%	i	3.0%	i	i	0.0%[57.5 µM]	8.1%	2.9%	i	-4.2%
COCCCN1C(=O)C(O)=C(C(C)=O)C1c1cccc(F)c1 (stereo unspecified)	11.2%	-1.5%	?	-3.9%	i	i	·	-18.2%	-3.4%	i	-5.1%
COC(=O)c1ccccc1NS(=O)(=O)c1ccc(F)cc1	-10.9%	0.2%	?	1.7%	i	i	0.1%	15.4%	2.4%	i	3.5%
COc1ccc(C(=O)Nc2cc(-c3nn4c(C)nnc4s3)ccc2C)cc1	3.2%	·	·	-2.2%	·	·	0.0%	6.2%	-3.2%	·	-6.0%
Cn1c(C(=O)N2CCC(C(=O)N3CCOCC3)CC2)cc2sccc21	-5.6%	5.1%	·	9.6%	·	·	0.6%	-0.9%	?	·	-3.8%

Entries of single compounds from above. Order of screens: 15-hLO inh	GFP derepression	TexasRed autofl	UbGFP stabilizer	Fluorescein fluor	4-MU autofl	HBB splicing	HADH2 inhib	Hsp90 Hop PPI	Rhodamine autofl	Pol III holo inh
`Cc1csc(C(C#N)C(=O)c2cc3ccccc3o2)n1` (stereo unspecified) is entered as -6.4%	-1.4%	i	1.3%	i	i	-0.3%[57.5 µM]	1.9%	-5.2%	i	-6.9%
`Cc1c(C(=O)OCC(C)(C)CN(C)C)oc2ccccc12` is entered as -6.9%	-1.3%	i	-2.6%	i	i	·	9.8%	-2.9%	i	-6.7%

The list continues:
SMILES	15-hLO inh	GFP derepression	TexasRed autofl	UbGFP stabilizer	Fluorescein fluor	4-MU autofl	HBB splicing	HADH2 inhib	Hsp90 Hop PPI	Rhodamine autofl	Pol III holo inh
O=C(Nc1ccc2c(c1)OCCO2)c1ccccc1F	-9.8%[11.4 µM]	1.5%	·	-13.6%[9.17 µM]	·	·	-0.7%[0.0738 µM]	-3.9%[11.4 µM]	-2.7%[11 µM]	·	-1.0%[11.4 µM]
CCOC(=O)N1CCN(S(=O)(=O)c2ccc(OCC)c(C)c2)CC1	2.4%	0.0%	?	-4.1%	i	i	-0.9%	2.9%	8.2%	i	-5.1%
N#Cc1cccc(NC(=O)NCCc2c[nH]c3ccccc23)c1	?	·	·	-2.9%	·	·	-0.1%	1.3%	-7.0%[2.3 µM]	·	-5.5%
CC(=O)/C=C(\C)Nc1ccc(-c2cnc(-c3ccccc3)o2)cc1	-8.1%[11.4 µM]	0.0%	·	-13.6%[9.17 µM]	·	·	-5.2%[0.0738 µM]	34.7%[activator][11.4 µM]	-3.8%[11 µM]	·	0.3%[11.4 µM]
O=C(Cn1c(CC(=O)N2CCOCC2)nc2ccccc21)Nc1ccc2c(c1)OC(F)(F)O2	10.9%	3.3%	i	-5.5%	i	i	-0.2%[57.5 µM]	5.2%	1.1%	i	-2.8%
CC(C)CCOc1cccc(OCC(=O)N(C)C2CCS(=O)(=O)C2)c1 (stereo unspecified)	4.4%	3.7%	i	-3.0%	i	i	·	4.0%	-2.1%	i	-5.0%
CCn1nnnc1SCC(=O)Nc1cccc(C)n1	6.6%	3.8%	i	2.0%	?	i	·	-0.8%	1.2%	i	-0.1%
Cc1ccc(-n2ncc3c(NCCCOC(C)C)ncnc32)c(C)c1	·	-3.7%[20.6 µM]	i	·	?	3.19e-08M*	·	·	·	i	·
